Bioassay records (PubChem BioAssay)
IDH1 R132H inh: inhibitors of IDH1 R132H reductase, primary screen, biochemical, plate reader, single point | diaphorase/resazurin fluorescence, 60 min | 70,000 tested, 0.18% active | inhibition, % at 10 µM | AID 624101, 2012 | Isocitrate dehydrogenase [NADP] cytoplasmic (Homo sapiens), O75874; in the data active means inhibition above about 34%;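 further: 0% = DMSO and 100% = no enzyme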
Target sequence (O75874 whole entry R132H): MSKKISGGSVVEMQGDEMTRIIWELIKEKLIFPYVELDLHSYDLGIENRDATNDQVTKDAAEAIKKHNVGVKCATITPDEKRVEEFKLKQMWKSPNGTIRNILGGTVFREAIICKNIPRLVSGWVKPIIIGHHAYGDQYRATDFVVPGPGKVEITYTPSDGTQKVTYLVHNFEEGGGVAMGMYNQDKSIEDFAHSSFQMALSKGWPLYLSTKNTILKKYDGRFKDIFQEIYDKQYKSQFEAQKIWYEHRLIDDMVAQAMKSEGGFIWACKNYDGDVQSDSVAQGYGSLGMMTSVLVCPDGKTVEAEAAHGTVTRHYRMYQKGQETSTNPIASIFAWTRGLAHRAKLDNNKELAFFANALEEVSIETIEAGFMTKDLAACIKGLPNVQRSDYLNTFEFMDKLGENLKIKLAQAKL
PRC2 inh: EZH2/PRC2 methyltransferase inhibitors, primary screen, biochemical, DELFIA time-resolved fluorescence, single point. Histone-lysine N-methyltransferase EZH2 (Homo sapiens), Q15910. PRC2 H3K27 methylation, DELFIA TRF, 1 h. 57,000 tested, 0.35% active. inhibition, % at 12.5 µM;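 active means mean inhibition of replicates at least 50% and every single replicate also reaching 50%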;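 further: dimethyl H3K27 on biotinylated H3 21-44 peptide detected by antibody; plate controls were median neutral control wells for no effect and median positive control wells for full effect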
Active calls of the source: *; / = not tested or not shown; & = joins results of further samples.

Values run as follows: IDH1 R132H inh	PRC2 inh
- C[C@@H]1CCCCO[C@H](CN(C)S(=O)(=O)c2cccs2)[C@@H](C)CN([C@@H](C)CO)C(=O)c2cc(NC(=O)Cc3ccccc3)ccc2O1
→ 0.1	/
- COc1ccc(NC(=O)N(C)C[C@@H]2OCCCC[C@H](C)Oc3ccc(NS(C)(=O)=O)cc3C(=O)N([C@H](C)CO)C[C@H]2C)cc1
→ 1.5	/
- Cc1cc(C)cc(OCC(=O)Nc2cccc(-c3nnc(-c4ccco4)o3)c2)c1
→ 0.2	33.9
- O=C(C[C@H]1C[C@@H]2c3cc(NC(=O)C4CCC4)ccc3O[C@@H]2[C@@H](CO)O1)NCc1ccccn1
→ 1.4	-4.0
- COc1ccc(S(=O)(=O)Nc2cccc3c2O[C@H](CN(C)Cc2ccc(C(=O)Nc4ccccc4N)cc2)[C@@H](C)CN([C@H](C)CO)C3=O)cc1
→ /	-16.6
- CN(C)C(=O)C[C@@H]1C[C@@H]2c3cc(NC(=O)C4CCC4)ccc3O[C@@H]2[C@@H](CO)O1
→ 3.7	8.6
- C[C@H]1CN([C@@H](C)CO)C(=O)Cc2cc(NC(=O)NC3CCCCC3)ccc2O[C@H]1CN(C)CC1CCCCC1
→ 4.5	-4.5
- CN(CC(=O)O)S(=O)(=O)c1cccc2cccc(Cl)c12
→ -0.2	12.9
- COc1ccc(NC(=O)N(C)C[C@@H]2Oc3ccc(NC(=O)C4CC4)cc3CC(=O)N([C@@H](C)CO)C[C@@H]2C)cc1
→ 0.1	2.7
- C[C@@H]1CCCCO[C@H](CN(C)Cc2ccc(Cl)c(Cl)c2)[C@H](C)CN([C@@H](C)CO)C(=O)c2cc(NC(=O)Nc3ccc(C(F)(F)F)cc3)ccc2O1
→ 0.4	/
- CCCNC(=O)N(C)C[C@H]1Oc2cc(C#Cc3ccccn3)ccc2S(=O)(=O)N([C@@H](C)CO)C[C@@H]1C
→ -2.0	-4.1
- O=C(C[C@@H]1CC[C@@H](NC(=O)C2CCC2)[C@H](CO)O1)NCC1CC1
→ -0.3	-12.1
- CC(C)NC(=O)N(C)C[C@H]1Oc2ccc(NC(=O)Cc3cn(C)c4ccccc34)cc2CC(=O)N([C@@H](C)CO)C[C@@H]1C
→ 0.0	-3.3
- CN(C)CC(=O)Nc1ccc2c(c1)[C@H]1C[C@@H](CC(=O)NCc3cccc(F)c3)O[C@H](CO)[C@H]1O2
→ -1.0	-11.3
- CO[C@@H]1CN(C)C(=O)c2ccc(NS(=O)(=O)c3ccccc3C)cc2OC[C@H](C)NC[C@H]1C
→ 0.1	-4.3
- C[C@@H]1CN([C@H](C)CO)C(=O)c2cc(-c3ccncc3)cnc2O[C@@H]1CN(C)C(=O)c1ccc(F)cc1
→ /	14.6
- CO[C@H]1CN(C)C(=O)c2ccc(NC(=O)C3CCCC3)cc2OC[C@H](C)N(CC2CC2)C[C@@H]1C
→ 0.2	-11.7
- CC(C)NC(=O)N(C)C[C@H]1Oc2ccc(NC(=O)Cn3cnnn3)cc2C(=O)N([C@@H](C)CO)C[C@H]1C
→ 0.4	/
- C[C@H]1CN([C@@H](C)CO)C(=O)c2cc(NC(=O)CCN3CCOCC3)ccc2O[C@H]1CN(C)S(=O)(=O)c1ccc(F)cc1
→ 0.1	-21.5
- COc1ccc(NC(=O)Nc2ccc3c(c2)CC(=O)N([C@H](C)CO)C[C@H](C)[C@@H](CN(C)C(=O)Nc2ccc(F)cc2)O3)cc1
→ -0.1	-3.6
- C[C@@H]1CCCCO[C@@H](CN(C)Cc2ccc(Cl)c(Cl)c2)[C@H](C)CN([C@@H](C)CO)C(=O)c2cc(NS(C)(=O)=O)ccc2O1
→ 0.4	/
- C/C=C/c1ccc2c(c1)O[C@H](CN(C)C(=O)NC(C)C)[C@@H](C)CN([C@H](C)CO)S2(=O)=O
→ -1.3	-3.2
- COc1ccc(NC(=O)N[C@H]2CC[C@H](CCNS(=O)(=O)c3cccc(Cl)c3)O[C@@H]2CO)cc1
→ -0.3	1.2
- C[C@H](CO)N1C[C@H](C)[C@@H](CN(C)CC2CCCCC2)Oc2c(NC(=O)Nc3ccc4c(c3)OCO4)cccc2C1=O
→ /	-5.1
- COCCNC(=O)C[C@@H]1C[C@@H]2c3cc(NS(=O)(=O)c4ccccc4)ccc3O[C@@H]2[C@@H](CO)O1
→ -0.2	-1.9
- CCCC(=O)Nc1ccc2c(c1)OC[C@@H](C)N(Cc1ccc(-c3ccccn3)cc1)C[C@@H](C)[C@@H](OC)CN(C)C2=O
→ 0.1	-40.0
- CC1C2CC(CC1(C)C)N(C(=O)c1ccc(N3C(=O)c4ccccc4C3=O)cc1)C2 (stereo not given)
→ -0.2	13.7
- COc1ccc(OC)c(S(=O)(=O)N(C)CC(=O)N2CCCCC2)c1
→ -0.4	4.1
- CC(C)NC(=O)Nc1ccc2c(c1)C(=O)N([C@@H](C)CO)C[C@@H](C)[C@@H](CN(C)C(=O)Nc1ccc3c(c1)OCO3)O2
→ 0.7	/
- C[C@H]1CN([C@@H](C)CO)C(=O)Cc2cc(NS(=O)(=O)c3cccs3)ccc2O[C@@H]1CN(C)Cc1ccc(Cl)c(Cl)c1
→ 1.9	/
- Cc1cccc(OCCn2c(S(=O)(=O)O)nc3ccccc32)c1
→ 0.4	20.2
- COc1ccc(S(=O)(=O)N(C)C[C@@H]2Oc3ccc(NC(=O)Cc4ccccc4)cc3C(=O)N([C@H](C)CO)C[C@@H]2C)cc1
→ 1.4	/
- C[C@@H]1CN([C@@H](C)CO)C(=O)c2cccc(NC(=O)CCCCCC(=O)Nc3ccccc3N)c2O[C@H]1CN(C)Cc1ccccc1
→ 1.4	-9.8
- CNC[C@H]1OCCCC[C@H](C)Oc2ccc(NC(=O)CCCN(C)C)cc2C(=O)N([C@@H](C)CO)C[C@@H]1C
→ -0.8	-1.9
- CO[C@H]1CN(C)C(=O)c2ccc(NC(=O)NC(C)C)cc2OC[C@H](C)N(C)C[C@H]1C
→ 0.0	9.3
- COc1ccc(/C=C/C(=O)O[C@@H]2[C@@H](OC(C)=O)[C@@H](OC(C)=O)[C@H](O[C@H]3[C@@H]4C=CO[C@@H](O[C@@H]5O[C@H](CO)[C@@H](O)[C@H](O)[C@H]5O)[C@@H]4[C@@]4(CO)O[C@@H]34)O[C@H]2C)cc1
→ 0.3	/
- C[C@H]1CN([C@@H](C)CO)C(=O)c2cccc(NC(=O)Nc3ccc(C(F)(F)F)cc3)c2O[C@H]1CN(C)Cc1ccc(C(=O)O)cc1
→ 2.4	/
- COc1ccc(S(=O)(=O)N[C@H]2CC[C@@H](CC(=O)O)O[C@@H]2CO)cc1
→ -0.2	13.9
- Cc1ccc(S(=O)(=O)N(C)C[C@H]2Oc3ccc(NS(=O)(=O)c4cccs4)cc3CC(=O)N([C@@H](C)CO)C[C@H]2C)cc1
→ -0.9	/
- COc1ccc(S(=O)(=O)Nc2ccc3c(c2)C(=O)N([C@H](C)CO)C[C@H](C)[C@H](CN(C)C(=O)NC(C)C)OCCCC[C@@H](C)O3)cc1
→ 4.2	/
- O=C(C[C@@H]1C[C@@H]2c3cc(NS(=O)(=O)c4ccc(F)cc4)ccc3O[C@@H]2[C@H](CO)O1)NCc1ccccc1F
→ 0.0	8.6
- C[C@@H]1CN([C@H](C)CO)C(=O)c2cc(C#CC(C)(C)O)cnc2O[C@H]1CN(C)C(=O)C1CCCCC1
→ /	-22.4
- CN(C)CC(=O)N1[C@H](C#N)[C@@H](c2ccc(/C=C/c3ccccc3)cc2)[C@H]1CO
→ -0.2	/
- COc1ccc(S(=O)(=O)Nc2ccc3c(c2)C(=O)N([C@@H](C)CO)C[C@H](C)[C@H](CN(C)C)OCCCC[C@@H](C)O3)cc1
→ 1.1	-9.7
- C/C=C/c1cnc2c(c1)C(=O)N([C@@H](C)CO)C[C@H](C)[C@H](CN(C)Cc1cccc(C(=O)O)c1)O2
→ 0.0	4.8
- COc1cc(Br)c(S(=O)(=O)NCCOc2ccc(C(C)(C)C)cc2)cc1OC
→ -0.6	13.6
- CCNC(=O)CN(c1ccc(Br)c(C)c1)S(C)(=O)=O
→ -0.2	6.0
- C[C@H](CO)N1C[C@H](C)[C@H](CN(C)C(=O)C2CCOCC2)Oc2ncc(C#CC(C)(C)O)cc2C1=O
→ /	-12.6
- COC(=O)COc1cc(Cl)c(C2NC(=S)NC(c3ccccc3)=C2C(C)=O)cc1OC (stereo not given)
→ 0.9	-0.1
- C#Cc1ccc(OC)c(OC)c1
→ /	-9.9
- CC(=O)N(C)C[C@H]1Oc2ncc(C#Cc3ccccc3F)cc2C(=O)N([C@@H](C)CO)C[C@H]1C
→ 0.3	-6.6
- C[C@H](CO)N1C[C@H](C)[C@@H](CN(C)C(=O)Nc2ccc(F)cc2)Oc2ncc(-c3ccc(F)cc3)cc2C1=O
→ /	-20.3
- COc1ccc(NC(=O)Nc2cccc3c2O[C@@H](CN(C)S(C)(=O)=O)[C@H](C)CN([C@@H](C)CO)C3=O)cc1
→ 2.5	/
- COc1ccc(NC(=O)N(C)C[C@@H]2Oc3ccc(N(C)C)cc3C(=O)N([C@H](C)CO)C[C@H]2C)cc1
→ -0.1	-5.4
- C[C@H]1CN([C@@H](C)CO)C(=O)c2cc(NC(=O)NC3CCCCC3)ccc2O[C@@H]1CN(C)S(=O)(=O)c1cccs1
→ -2.1	/
- COCC(=O)N(C)C[C@H]1Oc2ncc(-c3ccc(F)cc3)cc2C(=O)N([C@H](C)CO)C[C@H]1C
→ -0.6	-15.2
- COc1ccc(S(=O)(=O)N(C)C[C@H]2Oc3ccc(NC(=O)C4CCCCC4)cc3C(=O)N([C@H](C)CO)C[C@@H]2C)cc1
→ -0.8	/
- C[C@@H]1CN([C@@H](C)CO)C(=O)c2cc(-c3cccc(C#N)c3)cnc2O[C@H]1CN(C)C(=O)C1CC1
→ /	0.1
- CC(C)C#Cc1cnc2c(c1)C(=O)N([C@H](C)CO)C[C@H](C)[C@@H](CN(C)C(=O)C1CCC1)O2
→ -0.3	-10.4
- C/C=C/c1ccc2c(c1)O[C@H](CN(C)C(=O)NC(C)C)[C@H](C)CN([C@H](C)CO)S2(=O)=O
→ -0.2	-13.3

Among those listed so far, 2 have bromine.
Values run as follows: IDH1 R132H inh	PRC2 inh
- COc1cc(Br)c(S(=O)(=O)NCCOc2ccc(C(C)(C)C)cc2)cc1OC
→ -0.6	13.6
- CCNC(=O)CN(c1ccc(Br)c(C)c1)S(C)(=O)=O
→ -0.2	6.0

Continuation.
Values run as follows: IDH1 R132H inh	PRC2 inh
- CC(=O)N(C)C[C@@H]1Oc2cc(-c3ccccc3C)ccc2S(=O)(=O)N([C@@H](C)CO)C[C@@H]1C
→ -0.1	-3.7
- C[C@@H]1CN([C@@H](C)CO)C(=O)c2cccc(NS(=O)(=O)c3ccc(Cl)cc3)c2O[C@@H]1CN(C)Cc1ccc(-c2ccccc2)cc1
→ 0.8	/
- CCC(=O)Nc1ccc2c(c1)OC[C@@H](C)N(C(=O)CN(C)C)C[C@@H](C)[C@@H](OC)CN(C)C2=O
→ -0.4	-2.9
- C[C@@H]1CN([C@H](C)CO)C(=O)c2cc(-c3cccc(F)c3)cnc2O[C@H]1CN(C)CC1CCCC1
→ 0.1	/
- Cc1ccc(S(=O)(=O)Nc2ccc3c(c2)CC(=O)N([C@@H](C)CO)C[C@@H](C)[C@H](CN(C)C(=O)NC(C)C)O3)cc1
→ 0.1	3.6
- COc1ccccc1NC(=O)Nc1ccc2c(c1)C(=O)N(C)C[C@@H](OC)[C@@H](C)CN(C)[C@@H](C)CO2
→ 0.0	-0.2
- O=C(NCC[C@@H]1CC[C@@H](NC(=O)C2CCCC2)[C@@H](CO)O1)c1ccc(F)cc1
→ 0.0	3.7
- Clc1ccc(COC(Cn2ccnc2)c2ccc(Cl)cc2Cl)c(Cl)c1 (stereo not given)
→ 1.2&3.1	/
- CCCNC(=O)Nc1ccc2c(c1)C(=O)N(C)C[C@H](OC)[C@@H](C)CN(C(=O)C1CCOCC1)[C@H](C)CO2
→ 0.0	-5.5
- O=c1ccc2ccccc2o1
→ -1.8	-13.6
- CC(C)NC(=O)N(C)C[C@@H]1Oc2ccc(NC(=O)C3CCCCC3)cc2C(=O)N([C@H](C)CO)C[C@@H]1C
→ /	8.9
- Cc1noc(C)c1NC(=O)N(C)C[C@H]1Oc2c(NC(=O)NC3CCCCC3)cccc2C(=O)N([C@@H](C)CO)C[C@H]1C
→ -1.1	/
- C[C@H](CO)N1C[C@H](C)[C@H](CN(C)Cc2ccc(Cl)c(Cl)c2)Oc2c(NC(=O)CCCCCC(=O)Nc3ccccc3N)cccc2C1=O
→ 0.5	-15.1
- C[C@@H]1CN([C@H](C)CO)C(=O)Cc2cc(NS(=O)(=O)c3ccc(Cl)cc3)ccc2O[C@H]1CN(C)C(=O)Nc1ccc(F)cc1
→ 2.7	/
- COc1ccc(CN(C)C[C@@H]2OCCCC[C@H](C)Oc3ccc(NS(=O)(=O)c4c(C)noc4C)cc3C(=O)N([C@@H](C)CO)C[C@@H]2C)cc1
→ -1.7	/
- C[C@H]1CN([C@@H](C)CO)C(=O)c2cc(NC(=O)C3CC3)ccc2O[C@H]1CN(C)S(=O)(=O)c1cn(C)cn1
→ -2.0	/
- COc1ccc(NC(=O)Nc2ccc3c(c2)C(=O)N([C@@H](C)CO)C[C@@H](C)[C@H](CN(C)C(=O)Nc2ccc(F)cc2)OCCCC[C@@H](C)O3)cc1
→ -5.0	/
- C[C@@H]1CN([C@H](C)CO)S(=O)(=O)c2ccc(Br)cc2O[C@H]1CN(C)C(=O)CN(C)C
→ 6.0	6.3

Random excerpt: two compounds from above, in no set order.
Values run as follows: IDH1 R132H inh	PRC2 inh
- COc1ccccc1NC(=O)Nc1ccc2c(c1)C(=O)N(C)C[C@@H](OC)[C@@H](C)CN(C)[C@@H](C)CO2
→ 0.0	-0.2
- Cc1noc(C)c1NC(=O)N(C)C[C@H]1Oc2c(NC(=O)NC3CCCCC3)cccc2C(=O)N([C@@H](C)CO)C[C@H]1C
→ -1.1	/

A portion of the library; count on the stated rates, not on these rows.
